Screens: PubChem BioAssay, Center for Chemical Genomics, University of Michigan
Dicer inh: inhibitors of Dicer pre-microRNA processing, primary screen, biochemical, cat-ELCCA, chemiluminescence; cat-ELCCA pre-miR-21 Dicer processing; stronger effect = higher value; z-score at 25 µM; 47,000 tested, 6% active; in the data active means z-score above about 3, passing the limit was not always enough;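 further: plate controls were vehicle for no effect and no enzyme for full effect; higher signal means more uncleaved substrate so more Dicer inhibition; strong numbers were not always called active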
An asterisk follows results filed as active. An excerpt, so the mix of outcomes need not match the whole.

SMILES	Dicer inh
CCOc1ccc(Br)cc1S(=O)(=O)NCc1ccc2c(c1)OCO2	0.22
COCCCNC1=C(C#N)C(=O)NC(c2cccs2)S1 (stereo not drawn)	3.1*
CC(C(Sc1ccccc1N)c1ccccc1)[N+](=O)[O-] (stereo not drawn)	-1.4
O=C(Nc1ccc(F)cc1)c1ccccc1N=Cc1ccccc1O	-0.11
O=C(O)c1ccccc1C(=O)c1cc(Cl)cc(Cl)c1	-1.3
CCOC(=O)C1=C(C)Nc2sc(C(=O)c3ccc(C)cc3)c(N)c2C1c1ccc(C(=O)OC)cc1 (stereo not drawn)	0.35
Brc1ccc(CSc2nc3ccccc3[nH]2)cc1	2.3
Cn1c(CSC2CN(C(c3ccccc3)c3ccccc3)C2)n[nH]c1=S	-1.4
COc1ccc(NC(=O)N2c3ccccc3Sc3ccccc32)c(OC)c1	1.1
COc1cc(C(C#N)NCc2ccccc2)cc(OC)c1OC (stereo not drawn)	-1.2
CCN1C(=O)C(O)(CC(=O)c2cc(C)ccc2C)c2ccccc21 (stereo not drawn)	0.25
Nc1nc2c(c(=O)[nH]1)C(c1ccccc1F)CC(=O)N2 (stereo not drawn)	-1
COc1cc(C2Nc3ccccc3-c3nnc(SC)nc3O2)ccc1O (stereo not drawn)	27
Oc1ccc(Nc2ncnc3ccccc23)cc1	1.7
CCOC(=O)N/N=C1\CCCc2ccccc21	0.12
Cc1cc(C)c2c(N)c(C(N)=O)sc2n1	0.03
Cc1cc(C)c(C#N)c(SC(C(=O)Nc2ccc(C(C)C)cc2)c2ccccc2)n1 (stereo not drawn)	-1.3
Nc1c(-c2nnc(SCC(=O)c3ccccc3)o2)cnn1-c1ccccc1	-0.32
CC(O)(CCO)C12CC3CC(CC(C3)C1)C2 (stereo not drawn)	-0.24
CC(C)CSc1ncnc2c1sc1nc3c(cc12)COC(C)(C)C3	-3.5
CSc1ccncc1C(=O)Nc1cc(Cl)cc(Cl)c1	-1.2
CCOC(=O)C1C(c2ccc(OC)c(OC)c2)C(C(=O)OCC)C(O)(C(F)(F)F)NC1(O)C(F)(F)F (stereo not drawn)	1.7
CCCCc1ccc(C2C(C(=O)OCC)=C(C)NC3=C2C(=O)CC(C)(C)C3)s1 (stereo not drawn)	-1.9
Cc1nn(-c2ccccc2)c2c1C(c1ccc(Cl)cc1)C1=C(CC(C)(C)CC1=O)N2 (stereo not drawn)	-0.18
Cc1cc2ncc(-c3ccccc3)nc2cc1C	5.8*
CCOC(=O)C(=CNc1cc(C(C)(C)C)nn1C)C(=O)OCC	-1.3
CCOC(=O)c1cc2c(c(CSc3ccc(Cl)cc3)c1)OCOC2	-1.4
C#Cc1cccc(NCN2C(=O)c3ccccc3C2=O)c1	3.1*
CC(=NCc1ccccc1)c1c(C)cc(C)cc1O	0.14
O=C(O)c1cccc(Nc2ncnc3scc(-c4ccccc4)c23)c1	0.04
CC(c1ccccc1)n1c(C2CC(=O)N(c3ccccc3)C2)nc2ccccc21 (stereo not drawn)	4.7*
NC(=O)C1CCN(C(=S)NC2CC3C=CC2C3)CC1 (stereo not drawn)	-0.16
CC1=C(C#N)C(c2ccccc2)C2=C(CC(C)(C)CC2=O)N1 (stereo not drawn)	0.32
CCOc1ccc(-c2nc(-c3ccc(-c4cccc(OC)c4)nc3OC)no2)cc1	0.66
CC(C)N(C(=O)NC(=O)c1ccc(F)cc1F)C(C)C	-0.52
CC(=O)Nc1nc(-c2cccs2)cs1	0.44
Cc1noc(C)c1C(=O)c1c(C)[nH]n(-c2ccccc2)c1=O	-2.2
CCOC(=O)c1cc(CC)sc1NC(=O)c1ccccc1F	0.59
Brc1cc(-c2ccccc2)ccc1OCc1cn2cccnc2n1	-0.28
COc1ccc2c(O)c(-c3ccccc3)c(=O)[nH]c2c1	1.4
COc1cccc(-c2c3c([nH]c(=O)c2C#N)CCc2cc(OC)ccc2-3)c1	0.89
COc1cc(C2N3CC4(C)CN2CC(C)(C3)C4)ccc1O (stereo not drawn)	2.7
O=C(O)C1CCCN(c2c(-c3ccccc3)c3cc(Cl)ccc3[nH]c2=O)C1 (stereo not drawn)	2.8
FC(F)(F)c1cc(-c2ccncc2)nc2c(-c3cccc(Cl)c3)cnn12	0.68
O=C(CNc1ccc2c(c1)OCCCO2)c1cc2cc(Cl)ccc2o1	-1.4
Cn1nc(-c2ccc(Cl)cc2)cc1NC(=O)Nc1ccc(OCc2ccccc2)cc1	-0.67
CCOc1c(N2CC(C)OC(C)C2)c(=O)c1=O (stereo not drawn)	6*
Cc1ccccc1C1OC2(C(=O)c3ccccc3C2=O)C2C(=O)N(C3CCCCC3)C(=O)C12 (stereo not drawn)	-0.4
CC(C)Sc1n[nH]c(=O)n1C(C)C	-1.2
Cc1nc(-c2ccccn2)[nH]c(=O)c1CC1CC1	2.6
CC1=C(C(=O)OC2CCCCC2)C(c2ccccc2Br)C2=C(CCCC2=O)N1 (stereo not drawn)	-0.3
COCCN1CN=C(Nc2nc(C)c3ccc(C)cc3n2)NC1	0.65
Cc1cc(S(=O)(=O)Cc2c(F)cccc2Cl)c(Cl)cc1Cl	0.58
CCOC(=O)N1CC(C)N(C(=O)OCC)CC1C (stereo not drawn)	-0.08
Cc1nn(CC/C(N)=N/OC(=O)c2cc(Cl)cc(Cl)c2)c(C)c1Oc1ccc(Cl)cc1	0.85
COc1ccc(CCNCC(O)Cn2ccc3ccccc32)cc1OC (stereo not drawn)	-0.31
CCC(CO)NC(=S)NC1CC2CCC1C2 (stereo not drawn)	-0.03
Cn1nccc1NC(=O)CSCC(=O)O	-0.33
Cc1cc(C)nc(SCCC(=O)O)n1	3.2*
CCC1(c2cccc(OS(=O)(=O)c3cc(C)c(Cl)cc3Cl)c2)CCCCN(C)C1=O (stereo not drawn)	-1.4
The results go on:
SMILES	Dicer inh
CCCc1c(C(=O)Nc2cc(-c3ccccc3)nn2C)cnn1-c1ccccc1	0.42
COc1cccc(C2Nc3ccc(C)cc3-c3cc(C)nn32)c1OC (stereo not drawn)	1.9
O=C(Nc1ccc(F)cc1F)C(=S)NCc1cccs1	-0.05
O=C(O)c1ccc(C2(c3ccc(C(=O)O)cc3)OC(=O)c3ccccc32)cc1	0.83
COc1ccccc1N1C(=O)C2ON(c3ccccc3C)C(c3cccc(Br)c3)C2C1=O (stereo not drawn)	0.3
O=C(NCc1ccc2c(c1)OCO2)C1COc2ccccc2O1 (stereo not drawn)	-1.6
COc1ccc(-c2c(C(F)(F)F)oc3cc(OCC(=O)OC(C)C)ccc3c2=O)cc1OC	-0.11
CCOC(=O)NC(=O)c1cn(Nc2ccccc2)c(=O)[nH]c1=O	0.99
O=C(COc1ccccc1Br)c1ccc(O)cc1O	3.2*
COc1ccc(C2CC(=O)Nc3nc(N)[nH]c(=O)c32)cc1OC (stereo not drawn)	-1.2
Cc1ccc2cc(NC(=O)c3cccc4c3OC(C)(C)C4)ccc2n1	-0.44
O=C(O)CN1C(=O)Nc2ccc(Br)cc2C1c1ccccc1 (stereo not drawn)	-0.49
CSC1=N/C(=C\C=C\c2cccs2)C(=O)S1	1.6
CC(C)NC(=O)NNC(=O)c1ccc[nH]1	-1.1
NC(=O)CC(NC(=O)OCc1ccccc1)C(=O)O (stereo not drawn)	-1.6
COc1ccc(S(=O)(=O)n2cnc3ccccc32)c(C)c1	0.23
COc1cccn(Cc2n[nH]c(=S)n2C)c1=O	-0.84
COC(=O)c1cnn(-c2ccc(F)cc2F)c1/C=N/NC(=S)NC(C)(C)C	-0.75
CCC(Sc1ccccn1)C(=O)Nc1ccc(Cl)cn1 (stereo not drawn)	2.2
CN1CCN(C(=O)CCC(=O)O)CC1	-0.72
CCN(CC(O)Cn1c2ccccc2c2ccccc21)S(=O)(=O)c1ccc(C)cc1 (stereo not drawn)	0.77
Cc1ccc2cccc(OS(=O)(=O)c3cc([N+](=O)[O-])ccc3C)c2n1	-1.7
C/C(=N\NC(=S)NCC(C)(C)C)c1cc(F)ccc1O	0.16
Cc1ccc(S(C)(=O)=NC(=S)NC(=O)c2cnn3c(C(F)(F)F)cc(C(F)(F)F)nc23)cc1 (stereo not drawn)	-0.54
Cc1nn(-c2cc(C(F)(F)F)ccn2)c(=O)o1	0.05
Nc1nc(-c2ccc(Cl)cc2)nn1S(=O)(=O)c1ccccc1	1.8
C=CCOc1ccc(C2c3c(oc4ccc(C)cc4c3=O)C(=O)N2c2ccccn2)cc1OC (stereo not drawn)	-0.21
CCOC(=O)c1cnn(C(=O)c2cnn(-c3ccc([N+](=O)[O-])cc3)c2C(F)(F)F)c1C(F)(F)F	-1.3
CCOC(=O)CC1=Nc2ccccc2NC(=O)C1	0.09
CCOC(=O)c1sc(S(C)=NC(=O)c2ccccc2)c2c1CCC=C2 (stereo not drawn)	-1.9
Cc1ccccc1CSc1nnc(-c2ccccc2)c(=O)[nH]1	-1.1
N#CC(C1CC=CCC1)N1CCOCC1 (stereo not drawn)	-1
CCCc1nc(N)c(C#N)c(-c2ccc(Cl)cc2)c1CC	1.6
N#CCCN(C1CCCCC1)S(=O)(=O)c1ccc(Br)cc1	-0.17
Cc1cc(NC(=O)Nc2ccc(Cl)cc2)n(-c2ccccc2)n1	0.87
COc1ccc(-c2cc3c(=O)oc4ccccc4c3[nH]2)cc1	4*
O=C(NC(=O)c1ccc(F)c(Cl)c1)NC1CC1	-0.28
OC1(C(F)(F)F)CC(/C=C/c2ccc3c(c2)OCO3)=NN1 (stereo not drawn)	-0.2
COc1ccc(Oc2coc3cc(OC(=O)CCc4ccccc4)ccc3c2=O)cc1	0.63
Brc1ccc2c(c1)CN(Cc1ccccc1)CO2	4.5*
CS(=O)(=O)CS(=O)(=O)NCc1ccc(Cl)cc1	-1.1
NC1(C(=O)O)CCCCC1	-1.2
COC(OC)c1ccc2c(N)c(C(=O)c3ccc(Cl)cc3)sc2n1	-0.26
CC1=C(C(=O)OCC2CCCO2)C(c2cccs2)C2=C(CC(c3cccs3)CC2=O)N1 (stereo not drawn)	1.3
O/N=C1/c2ccccc2CCC1Cn1ccnc1 (stereo not drawn)	-0.24
O=C(Nc1ccc(OC(F)(F)F)cc1)Nc1cc2ccccc2s1	2.1
CCN1C(=O)CCN(C)c2ccccc21	-0.34
O=C1c2oc3ccccc3c(=O)c2C(c2ccccc2F)N1c1nccs1 (stereo not drawn)	-1.4
CC(C)Sc1n[nH]c(=O)n1-c1ccc2c(c1)OCCO2	-0.8
O=C(Nc1ccccc1)C1CC(=O)n2ncnc2N1 (stereo not drawn)	-1.2
CCCCOC(=O)C1C2C=CC3(CN(Cc4cccs4)C(=O)C13)O2 (stereo not drawn)	0.03
COc1ccc(Cl)c(Cn2cnc3c2c(=O)n(C)c(=O)n3C)c1	-1.4
Cc1cc(C)c(C#N)c(SCc2ccccc2Cl)n1	1.1
CCOC(=O)C(=CNc1ccc(-c2nnc(C(F)(F)F)o2)cc1C)C(=O)OCC	-1.4
CCC(=O)N1c2ccc(C)cc2C(=C2SC(C(=O)OC)=C(C(=O)OC)S2)C(=S)C1(C)C	-0.13
N/C(Cn1ccc(C(F)(F)F)n1)=N\OC(=O)Nc1ccc(Cl)cc1	1.5
Cc1ccccc1OCc1nc(C#N)c(NCc2ccco2)o1	0.33
O=C1NC(c2ccccc2)=N/C1=C/c1ccccc1	-0.81
Cc1ccc(-c2cn3cc(Cl)ccc3n2)cc1	0.81
CCOC(=O)C1=C(C)NC2=C(C(=O)CC(C)(C)C2)C1c1ccc(CC)cc1 (stereo not drawn)	1.6
Following part
SMILES	Dicer inh
COC(=O)c1sc(Sc2cccs2)c2c1CC(C)(C)CC2=O	-2.2
N#CCC(=O)NCc1ccc(F)cc1F	-0.55
CN1Cc2c(N)cccc2C(c2ccccc2)C1 (stereo not drawn)	1.3
CSc1ccc(C(=O)NC(=O)NCc2cccc(Cl)c2)s1	1.8
CN(C)C(=O)C12CCC(C)(C(=O)C1)C2(C)C (stereo not drawn)	3.1*
O=c1[nH]c(=O)n(C2O[C@H](CO)[C@@H](O)[C@H]2O)cc1Br (stereo partly drawn)	1.4
O=c1[nH]c2c(sc3nnc(-c4ccccc4)c(-c4ccccc4)c32)c(=O)n1-c1cccc(Cl)c1	2.8
Cc1nn(-c2ccccc2)c2c1C1=C(C(=O)CC(C)(C)C1)C(c1ccc(N(C)C)cc1)N2 (stereo not drawn)	3.4*

Among those listed so far, 19 have an aryl methoxy group.
SMILES	Dicer inh
COc1ccc(NC(=O)N2c3ccccc3Sc3ccccc32)c(OC)c1	1.1
COc1cc(C(C#N)NCc2ccccc2)cc(OC)c1OC (stereo not drawn)	-1.2
COc1cc(C2Nc3ccccc3-c3nnc(SC)nc3O2)ccc1O (stereo not drawn)	27
CCOC(=O)C1C(c2ccc(OC)c(OC)c2)C(C(=O)OCC)C(O)(C(F)(F)F)NC1(O)C(F)(F)F (stereo not drawn)	1.7
CCOc1ccc(-c2nc(-c3ccc(-c4cccc(OC)c4)nc3OC)no2)cc1	0.66
COc1ccc2c(O)c(-c3ccccc3)c(=O)[nH]c2c1	1.4
COc1cccc(-c2c3c([nH]c(=O)c2C#N)CCc2cc(OC)ccc2-3)c1	0.89
COc1cc(C2N3CC4(C)CN2CC(C)(C3)C4)ccc1O (stereo not drawn)	2.7
COc1ccc(CCNCC(O)Cn2ccc3ccccc32)cc1OC (stereo not drawn)	-0.31
COc1cccc(C2Nc3ccc(C)cc3-c3cc(C)nn32)c1OC (stereo not drawn)	1.9
COc1ccccc1N1C(=O)C2ON(c3ccccc3C)C(c3cccc(Br)c3)C2C1=O (stereo not drawn)	0.3
COc1ccc(-c2c(C(F)(F)F)oc3cc(OCC(=O)OC(C)C)ccc3c2=O)cc1OC	-0.11
COc1ccc(C2CC(=O)Nc3nc(N)[nH]c(=O)c32)cc1OC (stereo not drawn)	-1.2
COc1ccc(S(=O)(=O)n2cnc3ccccc32)c(C)c1	0.23
COc1cccn(Cc2n[nH]c(=S)n2C)c1=O	-0.84
C=CCOc1ccc(C2c3c(oc4ccc(C)cc4c3=O)C(=O)N2c2ccccn2)cc1OC (stereo not drawn)	-0.21
COc1ccc(-c2cc3c(=O)oc4ccccc4c3[nH]2)cc1	4*
COc1ccc(Oc2coc3cc(OC(=O)CCc4ccccc4)ccc3c2=O)cc1	0.63
COc1ccc(Cl)c(Cn2cnc3c2c(=O)n(C)c(=O)n3C)c1	-1.4
